# CHO-K1 Ca PAM: M1 PAM counterscreen hit in parental CHO-K1 cells; ATP EC20, Fluo-8 calcium fluorescence; 0% at ATP EC20, 100% at ATP max; activation, % at 3 µM; 0.02% of 360,000 active; AID 602247;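 active = activation above the run cutoff, the mean activation of all test compounds plus 3 SD, cut at about 40% in these data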;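 note: peak over basal fluorescence ratio in a 140 s read after ATP addition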
# CHRM5 antagonist: blocks acetylcholine activation of human M5 receptor; P08912; CHO-hM5 cells, Fluo-8 calcium fluorescence, ACh EC80; inhibition, % at 3 µM; 0.59% of 360,000 active; AID 624040;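 active = inhibition above a per-plate cutoff, the mean of that plate's test compounds plus 3 SD, cut at about 27% in these data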;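 note: 0% = acetylcholine EC80 with DMSO and 100% = DMSO without agonist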
# Target sequence (P08912 whole entry, looked up): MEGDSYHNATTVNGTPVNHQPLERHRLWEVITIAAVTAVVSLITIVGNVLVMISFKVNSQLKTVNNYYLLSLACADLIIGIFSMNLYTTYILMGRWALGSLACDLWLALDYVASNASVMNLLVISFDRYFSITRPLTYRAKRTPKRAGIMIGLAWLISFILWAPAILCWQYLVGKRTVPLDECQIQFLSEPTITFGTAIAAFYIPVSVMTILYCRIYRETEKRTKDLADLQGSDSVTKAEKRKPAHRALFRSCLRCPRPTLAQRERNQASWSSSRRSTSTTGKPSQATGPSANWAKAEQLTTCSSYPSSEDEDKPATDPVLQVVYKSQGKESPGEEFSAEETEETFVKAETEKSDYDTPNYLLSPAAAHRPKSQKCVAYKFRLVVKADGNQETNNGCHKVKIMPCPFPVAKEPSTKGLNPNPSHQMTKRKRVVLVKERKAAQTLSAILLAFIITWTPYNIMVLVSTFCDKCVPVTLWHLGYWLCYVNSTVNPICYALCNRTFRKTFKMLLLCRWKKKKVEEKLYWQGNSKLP
# TAAR1 antag: antagonists of human TAAR1; Q96RJ0; inhibition, % at 3 µM; 1.5% of 360,000 active; CHO RD-HGA16 TAAR1, Fluo-8 calcium fluorescence, antagonist;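 active = inhibition above a per-plate cutoff, the mean inhibition of test compounds on that plate plus 3 SD, cut at about 49% in these data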;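 note: 0% = DMSO plus EC80 beta-PEA response and 100% = DMSO alone without agonist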
#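 Assay system: RD-HGA16 CHO cells with stable hTAAR1 and Gα16 / Reagent: EC80 β-phenethylamine stimulus / Doses: 3 µM, single point / Timing: dye loading 75 min at 37 °C, then 30 min room temperature / Measured by: Fluo-8 intracellular calcium dye fluorescence, real-time kinetic reads / Controls: vehicle wells and EC80 agonist wells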
# CRFR2-BP antag: blocks CRF-induced signaling of the CRF-BP/CRF-R2 complex. HEK293 CRF-R2/CRF-BP, CRF-induced calcium fluorescence. inhibition, % at 11.8 µM. 0.59% of 350,000 active;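 active = inhibition of the ligand-induced calcium signal above about 50% at the single tested concentration, limit read from the data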
# TAAR1 ag: agonists of human TAAR1 | CHO RD-HGA16 TAAR1, Fluo-8 calcium fluorescence; vehicle wells 0%, saturating PEA agonist 100% | activation, % at 3 µM | 0.99% of 360,000 active | AID 624467;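 active = activation above the mean activation of all test compounds in the run plus 3 SD, cut at about 38% in these data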
#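 Signal – calcium-sensitive Fluo-8 signal, excitation 470-495, emission 515-575 nm · System – RD-HGA16 (CHO) cells co-expressing Gα16 and hTAAR1 · Incubation – 17-24 h seeding, 75 min 37 °C dye, 30 min RT · Compound dosing – 3 µM single concentration · Repeats – no replicates (n 1)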
# CHRM5 PAM: potentiates acetylcholine response at human M5 receptor; CHO-K1 hM5, Fluo-8 calcium, ACh EC20 PAM; 0% = ACh EC20, 100% = ACh EC100; activation, % at 3 µM; 0.3% of 360,000 active;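 active = activation above the run cutoff, the mean activation of all test compounds plus 3 SD, cut at about 18% in these data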
#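 System: CHO-K1 hM5 cells. Reagent: acetylcholine, EC20 level. Compound dosing: single dose, 3 µM nominal final test concentration. Timing: Post-acetylcholine fluorescence recording 140 s. Detection: Fluo-8 calcium fluorescence. Read-out: % activation, ACh-normalized. Benchmarks: ACh EC20 and EC100 wells. Repeats: singlicate, one well per test compound.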
# CRFR2-BP ag: agonists of human CRF-binding protein/CRF-R2 receptor complex; HEK293 CRF-R2/CRF-BP, calcium dye fluorescence (FLIPR); percent of saturating CRF peptide response; activation, % at 13.2 µM; 0.46% of 350,000 active; AID 588473;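 active = activation of at least 50%, plus an integration ratio under a set limit after plate pattern correction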;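 note: plate controls were neutral control wells without compound for no effect and CRF at EC100 for full effect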
# M5 ag: CHRM5 agonism in calcium assay | P08912 | CHO-K1 hM5 cells, Fluo-8 calcium fluorescence; 0% DMSO wells, 100% maximal acetylcholine response | activation, % at 3 µM | 0.19% of 360,000 active | AID 624037;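 active = activation above the run's mean over test compounds plus 3 SD, cut at about 23% in these data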;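 note: signal is peak over basal fluorescence ratio across the kinetic read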
# CHRM4 PAM: potentiates acetylcholine response at human M4 receptor | 0.4% of 360,000 active | CHO-K1 hM4/Gqi5, Fluo-8 calcium fluorescence, ACh EC20; 0% = ACh EC20, 100% = maximal ACh | activation, % at 3 µM;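 active = activation above its plate's cutoff, the mean activation of sample wells plus 3 SD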; note: some results filed as inactive read as strong as hits
# Target sequence (P08173 whole entry, looked up): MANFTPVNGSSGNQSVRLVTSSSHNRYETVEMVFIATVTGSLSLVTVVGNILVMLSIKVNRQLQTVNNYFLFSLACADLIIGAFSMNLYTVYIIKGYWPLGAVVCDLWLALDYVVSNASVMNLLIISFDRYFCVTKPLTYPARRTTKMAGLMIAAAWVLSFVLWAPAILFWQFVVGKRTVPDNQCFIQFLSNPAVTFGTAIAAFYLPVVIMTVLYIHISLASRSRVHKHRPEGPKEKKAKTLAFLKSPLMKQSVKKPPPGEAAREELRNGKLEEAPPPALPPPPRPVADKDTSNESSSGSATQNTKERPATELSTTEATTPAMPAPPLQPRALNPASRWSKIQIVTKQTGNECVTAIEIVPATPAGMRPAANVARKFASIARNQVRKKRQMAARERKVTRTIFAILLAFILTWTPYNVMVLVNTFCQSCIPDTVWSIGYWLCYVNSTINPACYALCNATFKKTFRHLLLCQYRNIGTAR
# An asterisk follows results filed as active; . = no result given. Random draw from the library. Share with any hit: about 4.2%.
SMILES,CHO-K1 Ca PAM,CHRM5 antagonist,TAAR1 antag,CRFR2-BP antag,TAAR1 ag,CHRM5 PAM,CRFR2-BP ag,M5 ag,CHRM4 PAM
COC(=O)[C@H](Cc1ccccc1)NC(=O)NCCC1=CCCCC1,11,63*,13,-30,3,-23,-2.2,-6,0
Cc1nc(NC(=S)NC(=O)c2cncc(Br)c2)ccc1Br,22,9,2,-44,7,-3,-0.1,-4,3
CCCOc1ccc(F)cc1-c1cc(C(=O)NCc2cc(C(F)(F)F)cc(C(F)(F)F)c2)[nH]n1,5,-1,.,.,.,0,.,0,9
CN(C)CCCN(C(=O)c1ccc(Br)s1)c1nc2cc3c(cc2s1)OCCO3,-12,8,-11,-14,19,-3,3.8,-2,15
Cc1ccc(OCCC(=O)Nc2cc(S(=O)(=O)N3CCOCC3)ccc2N2CCCC2)cc1,-6,7,7,9,2,-5,-0.2,-5,5
COc1ccc(Nc2nc(=O)c3cc([N+](=O)[O-])ccc3s2)cc1,1,4,-8,5,-2,0,0.1,-3,3
Cc1noc(NS(=O)(=O)c2ccc(NC(=O)c3ccccc3NS(=O)(=O)c3ccc(F)cc3)cc2)c1C,20,8,-7,-7,2,3,1.6,2,2
COc1cccc(-n2nnnc2SCC(=O)NCCc2ccc(OC)c(OC)c2)c1,9,6,-6,9,2,8,1.4,4,-2
COc1ccc2c(c1)[C@H]1[C@H](CO2)[C@H](c2ccccc2)[C@]2(C)C(=O)N(CC3CCCO3)CC(=O)N12 (stereo partly specified),21,2,4,-1,10,0,-0.6,6,10
CCc1ccccc1NC(=O)NNC(=O)c1ccc2ccccc2c1O,11,-10,-31,22,0,7,-0.2,-2,-2
O=[N+]([O-])c1cccc(/C=N/N2CCN(Cc3ccccc3)CC2)c1,24,-4,-17,8,1,2,-0.8,-2,-3
Cc1nnc(SCC(=O)N(CC(C)C)C2CCS(=O)(=O)C2)n1N (stereo unspecified),10,17,-10,-20,6,-7,2.7,-1,-1
CCn1c(SCc2ccc(C)cc2)nnc1-c1cnccn1,-2,8,-3,-5,6,-4,0.6,-1,8
NC(=O)C1CCCc2c1n(Cc1ccccc1)c1ccccc21 (stereo unspecified),8,4,8,-10,1,-5,-0.5,-4,2
Cn1c(SCC(=O)c2ccc(O)cc2O)nnc1-c1ccccc1,10,15,-5,-4,6,0,0.7,-2,1
COc1cc([N+](=O)[O-])ccc1N,4,1,5,23,1,-4,-3.2,1,16
CCn1ncc(CN2CCN(C(=O)Nc3ccccc3C(=O)OC)CC2)c1C,12,3,12,-3,1,-4,0.5,2,-1
CCOc1cccc(-c2nnc(SCC(=O)NC3CC3)n2C)c1,-1,6,-31,-1,5,-7,0.3,-3,3
COc1cc(/C=N/NC(=O)CSc2ccccn2)ccc1O,9,7,-20,-5,6,-3,0.2,-5,-3
Cc1cccc(Nc2nc(N)nc(CN3CCC(C)CC3)n2)c1C,8,-3,-4,3,8,6,-1.1,-1,0

# Six entries drawn at random from the list so far:
SMILES,CHO-K1 Ca PAM,CHRM5 antagonist,TAAR1 antag,CRFR2-BP antag,TAAR1 ag,CHRM5 PAM,CRFR2-BP ag,M5 ag,CHRM4 PAM
CCCOc1ccc(F)cc1-c1cc(C(=O)NCc2cc(C(F)(F)F)cc(C(F)(F)F)c2)[nH]n1,5,-1,.,.,.,0,.,0,9
Cn1c(SCC(=O)c2ccc(O)cc2O)nnc1-c1ccccc1,10,15,-5,-4,6,0,0.7,-2,1
CN(C)CCCN(C(=O)c1ccc(Br)s1)c1nc2cc3c(cc2s1)OCCO3,-12,8,-11,-14,19,-3,3.8,-2,15
CCn1c(SCc2ccc(C)cc2)nnc1-c1cnccn1,-2,8,-3,-5,6,-4,0.6,-1,8
COc1cccc(-n2nnnc2SCC(=O)NCCc2ccc(OC)c(OC)c2)c1,9,6,-6,9,2,8,1.4,4,-2
CCOc1cccc(-c2nnc(SCC(=O)NC3CC3)n2C)c1,-1,6,-31,-1,5,-7,0.3,-3,3

# Further structures
SMILES,CHO-K1 Ca PAM,CHRM5 antagonist,TAAR1 antag,CRFR2-BP antag,TAAR1 ag,CHRM5 PAM,CRFR2-BP ag,M5 ag,CHRM4 PAM
C=CCNc1ccc(N2C(=O)CCCC2=O)cc1[N+](=O)[O-],3,10,6,-28,3,4,3.6,-1,3
O=C1Nc2ccccc2Oc2cc([N+](=O)[O-])cc(Oc3ccccc3)c21,8,8,44,-33,18,-14,11,1,3
CCn1cnnc1SCC(=O)Nc1ccccc1C(=O)NC1CC1,5,13,-21,3,0,-28,2.6,1,-2
O=C(NCC(c1cccs1)N1CCOCC1)C1CCN(S(=O)(=O)c2c(Cl)cccc2Cl)CC1 (stereo unspecified),19,18,-27,0,5,-3,-1.7,-2,-1
Cc1ccc(CNS(=O)(=O)c2ccc(CN3C(=O)c4cccnc4C3=O)s2)o1,11,8,-8,-9,3,-4,-2.7,-1,0
N#C/C(=C(/O)CCl)c1nc2ccccc2[nH]1,7,8,-17,-2,2,4,1.2,1,-4
CC1=CC(C)(C)NC(=S)N1c1ccc(Cl)cc1,6,6,-1,20,-1,-7,-7.5,-2,-4
Cn1cc(S(=O)(=O)Cc2ccc(F)cc2)c2ccccc21,14,-1,-13,4,1,-3,0.8,1,2
COc1ccc(N(CC(=O)N/N=C/c2cccs2)S(=O)(=O)c2ccccc2)cc1,6,-1,0,-32,0,-6,-1.1,-4,-2
COC(=O)c1ccc(Nc2ccc3nonc3c2[N+](=O)[O-])cc1,9,-1,-4,7,2,1,-3.5,0,-1
CCc1nnc(NC(=O)C(=O)NCCOC(=O)c2ccccc2Cl)s1,2,12,-5,5,0,0,-0.9,-1,5
O=C(CNC(=O)c1ccccc1Cl)c1ccccc1,15,6,-2,11,5,-1,-0.9,2,1
O=C(CC1Sc2ccccc2NC1=O)NCc1ccc(Cl)cc1 (stereo unspecified),9,4,1,-3,0,2,0.5,-1,3
CCCCNS(=O)(=O)c1ccc2nc(SCC(N)=O)[nH]c2c1,-5,4,-10,-7,0,3,-0.1,-3,16
O=C(CCNS(=O)(=O)c1ccccc1)NCCSc1ccc(Br)cc1,5,12,-7,-10,4,-3,-0.5,-3,-2
CCN(CC)C(=O)Cn1c(=O)n(-c2ccccc2)c(=O)n1CC(=O)N(CC)CC,9,-7,-7,-2,2,3,0.5,1,11
CCOc1ccc(N2CC(O)=C(c3nc4ccccc4c(=O)[nH]3)C2=N)cc1,-5,-2,21,-6,11,-7,0.8,-5,-6
CC(c1cccs1)N(Cc1ccco1)C(=O)Nc1ccc(Cl)c(Cl)c1 (stereo unspecified),5,2,32,-9,3,-10,3.8,-3,-8
CC(C)(C)c1ccc(C(=O)N2CCN(c3ccc(N4CCOCC4)nn3)CC2)cc1,-20,4,15,14,5,0,0.2,1,-1
CS(=O)(=O)Nc1cccc(C(=O)OCCCOc2ccc(F)cc2)c1,11,4,41,29,7,-6,1.4,2,-3
COc1cccc(Nc2nc(-c3ccc4c(c3)OCCO4)cs2)c1,18,-2,16,-7,2,1,0.3,0,3
Cc1ccc(NC(=O)CCN2C(=O)c3ccccc3S2(=O)=O)cc1F,12,17,1,-4,26,-2,-1.0,0,-2
O=C(O)c1ccc(CCCc2ccccc2)cc1,-3,-1,-7,0,2,10,1.1,3,-1
CC1CCCCN1C(=O)Nc1cccc(C(F)(F)F)c1 (stereo unspecified),8,-1,-7,-14,0,-1,-1.1,0,-2
CCCCCc1ccc(-c2cn(CCc3c[nH]c4ccccc34)nn2)cc1,22,14,9,9,8,5,0.6,1,5
O=C(NC1CCCCCCC1)c1c(Cl)cccc1Cl,10,-5,-35,24,-1,1,-3.1,-4,1
CCOC(=O)[C@@H]1[C@H]2COc3ccc(Br)cc3[C@@H]2N2C(=O)N(c3ccc(OC)cc3)C(=O)[C@@]12C,8,11,5,0,6,-7,-0.1,0,-2
OC[C@H]1O[C@@H](c2nc(-c3cccc4ccccc34)no2)[C@H](O)[C@@H]1O,-12,2,-3,.,0,1,.,0,14
CN1CCN(C(=O)C2=C[C@@H](C3CCCCC3)C[C@@H](OCc3ccc(CO)cc3)O2)CC1,15,-4,1,-6,11,7,3.4,3,0
O=C(CN1CCCC1)N1CCN(c2ccccc2)CC1,13,6,18,8,4,0,-0.8,-5,-1
C/C(CC(=O)Nc1cccc2c1CCCC2)=N\NC(=O)Cc1ccccc1,7,4,6,-13,-3,0,-1.4,-4,4
CN(C)/C=C1\C(=O)NN=C1C(F)(F)F,6,2,-18,20,5,-3,-0.9,0,-1
Cc1ccc(NC(=O)CSc2ccc(Br)cc2)cc1S(=O)(=O)N1CCOCC1,-20,12,20,-13,6,-11,2.3,3,-12
COc1cc(/C=C(\C#N)c2ccccn2)ccc1OCc1ccccc1,15,7,-15,25,-2,-5,1.0,-3,3
O=C(Cn1c2ccc(F)cc2c2nc3n(c(=O)c21)CCS3)NCC1CCCO1 (stereo unspecified),8,-2,-1,5,0,2,-2.8,-3,4
COc1cc(C(=O)OCC(=O)Nc2ccccc2)cc2c1OCCO2,-5,-1,-8,14,2,-1,5.0,2,3
CC(=O)c1cccc(NC(=S)NC(=O)c2ccc(Br)cc2)c1,2,4,-32,-22,4,-7,-2.2,1,-1
COC(=O)c1cc(NC(=O)CC2CCCC2)cc(C(=O)OC)c1,-2,19,-15,-8,-3,-4,1.1,-3,-2
COc1cccc(-c2nc(NCCN3CCOCC3)c3ccccc3n2)c1O,4,15,39,-11,23,-13,-5.9,3,-17
COc1ccc(S(=O)(=O)N2CCC3(CC2)OCCN3S(=O)(=O)c2cccs2)cc1OC,-21,2,-28,0,3,4,-0.3,3,-1
CSc1nsc(SCc2ccc(Cl)cc2)n1,22,1,-9,4,4,-7,-0.3,-1,21
Cc1cc(C)nc(N2CCCC(C(=O)NC(C)CCc3ccco3)C2)n1 (stereo unspecified),-4,5,12,15,1,2,-0.8,3,0
C=CCNC(=O)c1c(Br)cnn1-c1ccc(C)cc1,19,-2,13,31,3,5,-6.1,-3,2
COc1ccc2[nH]c(=O)c(CN(C(=O)c3ccccn3)C3CCCCC3)cc2c1,6,-7,5,-13,4,-2,-0.4,0,-1
COc1ccc(COC(=O)NC2CCN(S(=O)(=O)c3ccc(OC)cc3)CC2)cc1,17,3,-9,-4,6,0,-3.4,-6,0
N#Cc1nc(COc2ccccc2)oc1N1CCOCC1,8,-1,6,-5,8,4,-0.4,-8,1
Cc1ccc(CNC(=O)[C@H]2C[C@@H]2[C@H](NP(=O)(c2ccccc2)c2ccccc2)c2ccccc2)o1,10,-9,12,-3,4,17,-3.8,-2,6
CN(C)Cc1c(C(=O)N/N=C/c2ccoc2)nnn1-c1nonc1N,11,6,-14,3,0,2,-1.1,-4,-7
COC(=O)c1ccccc1NS(=O)(=O)c1cn(C)c(=O)n(C)c1=O,15,-1,-3,11,0,2,-1.7,1,4
